West Nile antiviral: West Nile virus antiviral activity, cell-based, CPE readout (AID 1621). West Nile virus-infected cells, CPE inhibition; higher % means a stronger effect. one-dose CPE inhibition, % at 10 µM; IC50 in µM for titrated hits. actives 0.02% (n = 290,000); in the data active = a potency from the dose series; also: strong numbers were not always called active
PhoP inhibition: inhibitors of PhoP regulon expression, primary screen, Salmonella Typhimurium, GFP reporter (AID 1863) | S. Typhimurium PhoP-regulated promoter GFP reporter, 4 h; higher % means a stronger effect | actives 0.16% (n = 300,000) | inhibition, % at 50 µM; hits with a dose series show IC50 in µM;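 active = inhibition over 29.93%, a cutoff 3 SD above the screen mean, later confirmed by dose response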;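 also: 0% = low Mg2+ inducing control and 100% = high Mg2+ repressing control; strong numbers were not always called active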
KOR beta-arrestin-1: KOR antagonists, beta-arrestin recruitment, cell-based, luminescence, uHTS (AID 1778). Kappa-type opioid receptor (Homo sapiens). KOR beta-arrestin recruitment, luminescence, antagonist mode; higher % means a stronger effect. inhibition, % at 10 µM, or IC50 in µM where a hit was titrated. actives 0.091% (n = 290,000); in the data active = inhibition above about 50%; also: strong numbers were not always called active
GPR55 beta-arrestin: GPR55 agonists via beta-arrestin recruitment, primary screen, imaging, U2OS cells, beta-arrestin-GFP redistribution (AID 1961) | G-protein coupled receptor 55 (Homo sapiens) | U2OS GPR55 beta-arrestin-GFP redistribution imaging; higher % means a stronger effect | activation, % at 10 µM; hits with a dose series show EC50 in µM | actives 0.048% (n = 290,000);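 active = activation above 40% with more than 50 cells counted in the well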;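 also: U2OS osteosarcoma cells stably expressing GPR55 and beta-arrestin-GFP; plate controls were DMSO negative control for no effect and LPI positive control for full effect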
GPR55 LPI antagonism: GPR55 antagonists blocking LPI-driven arrestin recruitment, primary screen, imaging, U2OS, beta-arrestin-GFP, LPI agonist (AID 2013) | U2OS GPR55 beta-arrestin-GFP translocation imaging, LPI antagonism; higher % means a stronger effect | actives 0.13% (n = 290,000) | inhibition, % at 10 µM, or IC50 in µM where a hit was titrated | G-protein coupled receptor 55 (Homo sapiens);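 active = spots per cell inhibited over 60%, with over 100 cells counted and total cytoplasm intensity under 500,000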;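 also: U2OS cells stably carrying GPR55 and arrestin-GFP stimulated by 5 µM LPI near EC80; imaged beta-arrestin-GFP aggregate spots per cell after agonist stimulation; plate controls were LPI-stimulated DMSO wells for no effect and DMSO wells without LPI for full effect; some results filed as inactive read as strong as hits; confirmed hits need IC50 under 10 µM and bright autofluorescent wells are also inconclusive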
KOR beta-arrestin-2: KOR agonists, beta-arrestin recruitment, primary screen, cell-based, luminescence, uHTS (AID 1777); Kappa-type opioid receptor (Homo sapiens); KOR beta-arrestin recruitment, luminescence; higher % means a stronger effect; activation, % at 10 µM, or EC50 in µM where a hit was titrated; actives 0.02% (n = 280,000); in the data active = activation above about 50%, passing the limit was not always enough; also: a part of the inactive calls stands beside numbers as strong as those of hits
NTR1 agonist: agonists of NTR1, primary screen, imaging, U2OS cells, beta-arrestin-GFP, high content (AID 493036) | Neurotensin receptor type 1 (Homo sapiens), P30989 | NTR1-U2OS beta-arrestin-GFP spot imaging, agonist mode | activation, % at 20 µM | actives 0.17% (n = 330,000);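 active = activation at or above 40% of the spot to cytoplasm intensity ratio, with at least 20 cells analyzed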;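 also: 0% = DMSO without peptide and 100% = 100 nM NTR1 peptide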
Target sequence (P30989 whole entry, looked up): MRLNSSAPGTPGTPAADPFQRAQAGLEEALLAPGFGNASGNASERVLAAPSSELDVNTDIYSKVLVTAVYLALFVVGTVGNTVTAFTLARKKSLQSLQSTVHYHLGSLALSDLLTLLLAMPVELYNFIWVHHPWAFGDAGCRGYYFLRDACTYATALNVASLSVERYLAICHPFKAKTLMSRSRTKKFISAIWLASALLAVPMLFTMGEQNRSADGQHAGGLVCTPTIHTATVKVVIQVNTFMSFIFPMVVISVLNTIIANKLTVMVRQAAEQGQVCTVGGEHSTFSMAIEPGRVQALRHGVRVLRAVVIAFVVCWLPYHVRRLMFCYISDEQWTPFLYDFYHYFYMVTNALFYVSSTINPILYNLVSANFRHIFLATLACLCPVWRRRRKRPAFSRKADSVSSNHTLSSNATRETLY
T cell HTS: modulators of CD8 T cell-vesicle binding, primary screen, mouse 2C CD8+ T cells, flow cytometry; 2C CD8+ T cell-vesicle binding; hits give low values; calls only at 7 µM; actives 0.068% (n = 330,000); AID 2052, 2009;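 active = response, share of CD8 T cells binding vesicles, and their 90th percentile fluorescence all below set limits, cut at about 80% in these data, passing the limit was not always enough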
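incubation = binding step 1.5 h, 37 °C, antibody labelling 20 min, ice | test system = 2C mouse CD8+ T cells | read-out basis = percent CD8+ FL2 mean versus row control | controls = Peptide-free naked vesicles (low) and QL9 vesicles with 0.7% DMSO vehicle (high) | detection = flow cytometry of vesicle-bound cells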
GPR35 arrestin U2OS: GPR35 antagonists blocking zaprinast-driven arrestin recruitment, primary screen, imaging, U2OS, beta-arrestin-GFP, zaprinast agonist (AID 2058); U2OS GPR35 beta-arrestin-GFP translocation imaging, zaprinast antagonism; higher % means a stronger effect; one-dose inhibition, % at 10 µM; IC50 in µM for titrated hits; actives 0.052% (n = 290,000);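 active = inhibition of at least 50% with at least 30 cells and total cytoplasm GFP at most 10,000,000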
T cell HTS vesicle-bound %: recorded beside T cell HTS, whose call it bears; double positive events, %; measured here: CD8+ vesicle-bound cell fraction;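 binding gate set so that unloaded-vesicle control wells show 10% double positive cells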
NTR1 agonist cell count 20 µM: second read-out of NTR1 agonist, no call of its own (marks repeat the call); cell count; measured here: cell count, cytotoxicity flag
* = called active by the depositor; i = inactive; . = no result given; [ ] = another dose, or the depositor's remark.

SMILES	West Nile antiviral	PhoP inhibition	KOR beta-arrestin-1	GPR55 beta-arrestin	GPR55 LPI antagonism	KOR beta-arrestin-2	NTR1 agonist	NTR1 agonist cell count 20 µM	T cell HTS	T cell HTS vesicle-bound %	GPR35 arrestin U2OS
CCc1nn(CC(=O)N2CCCCCC2)c(=O)c2cc3ccccc3n12	0.9%	-9%	-29%	0.5%	-1%	6.5%	0.6	42	i	28	-4%
CCC(NS(=O)(=O)c1ccc(C)cc1)C(=O)N1CCC2(O)CCCCC2C1 (stereo unspecified)	0.3%	-14%	4%	0.1%	1%	-0.5%	0.5	62	i	21	6%
Cc1ccc(-n2nc(C)c3c(C(=O)OCC(=O)N(C)C4CCS(=O)(=O)C4)cc(-c4ccccc4)nc32)cc1 (stereo unspecified)	0.7%	0%	-3%	-0.1%	1%	2.2%	-0.5	81	i	15	-4%
Cc1cc(NC(=O)C(C)SCC(=O)OCC(=O)N(Cc2ccccc2)C(C)(C)C)no1 (stereo unspecified)	1.1%	-2%	-15%	0.2%	8%	2.1%	-0.1	55	i	55	-12%
CCCC(=O)N(CC(=O)Nc1sc(C)c(C)c1C(N)=O)Cc1ccccc1	-1.8%	0%	13%	-0.1%	7%	.	0.5	30	i	30	-3%
CCCN(CCC)S(=O)(=O)c1cccc(-c2csc(C)n2)c1	0.1%	-3%	16%	0.4%	6%	-2.2%	0.3	68	i	54	-1%
O=C(Nc1ccc(COc2ccccc2)cc1)c1cccc([N+](=O)[O-])c1	-1.2%	12%	-18%	0.3%	19%	12%	-0.6	94	i	45	-2%
COC(=O)c1cccc(N/C=C(\[N+](=O)[O-])S(=O)(=O)c2ccccc2)c1	-0.2%	14%	-6%	-0.3%	-6%	-4.3%	-0.1	78	i	55	-3%
OCCC1CN(Cc2cc3ccccc3o2)CCN1Cc1ccc(F)cc1 (stereo unspecified)	-0.5%	5%	-11%[20 µM]	-0.3%	9%	-1.4%	-0.1	63	i	59	4%
Cc1ccccc1-n1c(=O)n(Cc2ccccc2)c(=O)c2[nH]cnc21	0.4%	3%	36%	0.2%	-13%	-2.8%	2.9	51	i	25	-7%
COc1ccccc1C(=O)N1C(CC(=O)Nc2ccc(C)c(C)c2)C(=O)NC2CCCCC21 (stereo unspecified)	-0.4%	3%	-12%	-0.1%	-2%	-1.7%	1.3	75	i	2	30%
CNC(=S)N/N=C/c1cn(CCOc2ccc(OC)cc2)c2ccccc12	.	-9%	-7%	0.1%	2%	4.0%	6.1	41	i	41	-53%
CC1=C(C(=O)OCC2CCCCC2)C(c2cccc(O)c2)NC(=O)N1 (stereo unspecified)	-0.8%	4%	43%	0.0%	4%	-0.2%	1.8	54	i	31	5%
CCN(CC)S(=O)(=O)c1ccccc1/C=N\O	1.4%	8%	0%	-0.2%	-2%	6.7%	-0.7	60	i	59	-2%
Cc1ccc(NC(=O)CNCC(c2ccccc2)N(C)C)cc1F (stereo unspecified)	0.2%	0%	-24%	0.0%	9%	.	-0.6	56	i	31	12%
CC(C)c1onc(C(=O)N(C)C2CCCCC2)c1[N+](=O)[O-]	0.0%	-4%	4%	0.7%	-2%	4.6%	1.4	83	i	72	-8%
CC#CCN(Cc1ccco1)C(=O)c1ccc(OC2CCN(Cc3ccccn3)CC2)cc1	-0.5%	1%	2%	0.0%	4%	0.6%	0.0	64	i	65	0%
Cc1cccc2cc(=O)[nH]c(C)c12	-0.1%	1%	-21%	0.3%	21%	1.3%	0.8	50	i	7	9%
Cc1ccc(NC(=O)N2C3CCCC2CC(NC(=O)C(C)(C)C)C3)cc1 (stereo unspecified)	-0.4%	2%	34%[20 µM]	-0.3%	7%	-2.4%	-0.9	68	i	31	7%
O=c1[nH]c(-c2ccccn2)nc2ccccc12	0.3%	-9%	14%	-0.2%	9%	0.2%	-0.8	45	i	21	15%
C=CCn1c(SCc2cc(=O)n3cc(C)ccc3n2)nnc1-c1cccc(C)c1	-0.6%	9%	-54%	0.2%	-4%	-0.8%	0.0	50	i	40	2%
Nn1cc(-c2ccccc2)nc1SCC(=O)NC1CCS(=O)(=O)C1 (stereo unspecified)	-0.3%	23%	21%	-0.2%	5%	-8.4%	-1.7	89	i	50	-7%
COc1ccc2oc(C(=O)NC3CCCCC3)c(C)c2c1	-0.7%	-5%	7%	0.0%	9%	-0.8%	1.4	63	i	19	2%
Cc1ccc2c(c1)sc1ncc(NC(=O)c3ccc(F)cc3)c(=O)n12	0.0%	-3%	21%	-0.5%	-14%	-0.8%	0.4	47	i	30	18%
CCOc1ccc(CN2CCNC(=O)C2CC(=O)NCCCn2ccnc2)cc1 (stereo unspecified)	0.0%	8%	18%	0.4%	0%	-3.6%	1.7	74	i	58	-17%

Exported with two lines to a compound: part of the list above
The line under a structure holds: West Nile antiviral | PhoP inhibition | KOR beta-arrestin-1 | GPR55 beta-arrestin | GPR55 LPI antagonism | KOR beta-arrestin-2 | NTR1 agonist | NTR1 agonist cell count 20 µM | T cell HTS | T cell HTS vesicle-bound % | GPR35 arrestin U2OS
- CCc1nn(CC(=O)N2CCCCCC2)c(=O)c2cc3ccccc3n12
→ 0.9% | -9% | -29% | 0.5% | -1% | 6.5% | 0.6 | 42 | i | 28 | -4%
- CCC(NS(=O)(=O)c1ccc(C)cc1)C(=O)N1CCC2(O)CCCCC2C1 (stereo unspecified)
→ 0.3% | -14% | 4% | 0.1% | 1% | -0.5% | 0.5 | 62 | i | 21 | 6%
- Cc1ccc(-n2nc(C)c3c(C(=O)OCC(=O)N(C)C4CCS(=O)(=O)C4)cc(-c4ccccc4)nc32)cc1 (stereo unspecified)
→ 0.7% | 0% | -3% | -0.1% | 1% | 2.2% | -0.5 | 81 | i | 15 | -4%
- Cc1cc(NC(=O)C(C)SCC(=O)OCC(=O)N(Cc2ccccc2)C(C)(C)C)no1 (stereo unspecified)
→ 1.1% | -2% | -15% | 0.2% | 8% | 2.1% | -0.1 | 55 | i | 55 | -12%
- CCCC(=O)N(CC(=O)Nc1sc(C)c(C)c1C(N)=O)Cc1ccccc1
→ -1.8% | 0% | 13% | -0.1% | 7% | . | 0.5 | 30 | i | 30 | -3%
- CCCN(CCC)S(=O)(=O)c1cccc(-c2csc(C)n2)c1
→ 0.1% | -3% | 16% | 0.4% | 6% | -2.2% | 0.3 | 68 | i | 54 | -1%
- O=C(Nc1ccc(COc2ccccc2)cc1)c1cccc([N+](=O)[O-])c1
→ -1.2% | 12% | -18% | 0.3% | 19% | 12% | -0.6 | 94 | i | 45 | -2%
- COC(=O)c1cccc(N/C=C(\[N+](=O)[O-])S(=O)(=O)c2ccccc2)c1
→ -0.2% | 14% | -6% | -0.3% | -6% | -4.3% | -0.1 | 78 | i | 55 | -3%
- OCCC1CN(Cc2cc3ccccc3o2)CCN1Cc1ccc(F)cc1 (stereo unspecified)
→ -0.5% | 5% | -11%[20 µM] | -0.3% | 9% | -1.4% | -0.1 | 63 | i | 59 | 4%
- Cc1ccccc1-n1c(=O)n(Cc2ccccc2)c(=O)c2[nH]cnc21
→ 0.4% | 3% | 36% | 0.2% | -13% | -2.8% | 2.9 | 51 | i | 25 | -7%

Other compounds.
SMILES	West Nile antiviral	PhoP inhibition	KOR beta-arrestin-1	GPR55 beta-arrestin	GPR55 LPI antagonism	KOR beta-arrestin-2	NTR1 agonist	NTR1 agonist cell count 20 µM	T cell HTS	T cell HTS vesicle-bound %	GPR35 arrestin U2OS
Cc1ccc(C(C(=O)NC2CCCCC2)N(CCC(C)C)C(=O)CNC(=O)c2ccco2)o1 (stereo unspecified)	-0.2%	16%	22%	0.5%	-2%	-2.7%	2.3	51	i	43	-5%
CCCc1nc(-c2cc3ccc(C)cc3[nH]c2=O)no1	-0.6%	7%	10%	-0.3%	12%	-2.9%	-1.3	82	i	14	-8%
Oc1ccccc1-c1csc(-c2ccccc2)n1	-0.1%	1%	-44%	-0.2%	2%	8.1%	6.2	89	i	53	18%
CC(=O)Nc1c(O)nc(C)[nH]c1=O	0.4%	-3%	18%	-0.3%	1%	.	0.7	70	i	17	10%
Cc1ccc(NC(=O)CN(C)S(=O)(=O)c2ccc3c(c2)c(=O)n(C)c(=O)n3C)cc1	-0.8%	9%	-14%	-0.2%	-4%	0.7%	2.3	53	i	1	-18%
COc1ccc(Oc2c(Cl)cnn(-c3ccccc3)c2=O)cc1	.	6%	26%	0.2%	13%	-2.3%	7.2	53	i	31	1%
CSc1ccc(CNC(=O)C2CCC(=O)N(CCc3cccc(F)c3)C2)cc1 (stereo unspecified)	-0.1%	6%	-17%	-0.2%	4%	-1.5%	-0.4	64	i	5	-2%
COC(=O)[C@H](Cc1c[nH]c2ccccc12)NC(=O)NCc1ccc(OC)c(OC)c1	-0.3%	0%	-24%	0.0%	-18%	2.4%	2.8	92	i	49	1%
COc1ccc(CC(=O)Oc2ccc(C)cc2Br)cc1OC	-0.6%	-5%	-1%	0.0%	18%	6.3%	2.9	61	i	7	-7%
Cc1ccc(C2CC(c3ccc(F)cc3)Nc3nc(N)nn32)cc1 (stereo unspecified)	-0.4%	4%	10%	0.3%	4%	-2.2%	6.7	43	i	61	-14%
O=C(Nc1ccc(Cl)cc1)N1CCSCC1	.	3%	2%	-0.1%	1%	2.1%	1.7	39	i	40	2%
Cc1ccc(NC(=O)Cc2nnc(SCC(=O)Nc3ccccc3)n2C)cc1	0.1%	-13%	-8%	-0.3%	12%	7.2%	2.0	72	i	14	8%
COc1cccc2cc(CC(=O)c3cc(C)ccc3C)c(=O)oc12	-0.4%	-3%	-1%	1.5%	5%	-7.8%	2.0	85	i	33	-9%
COc1ccc(CNCCC(c2ccc(OC(C)C)cc2)C(C)C)cc1OC (stereo unspecified)	-1.6%	2%	46%	0.2%	7%	-2.3%	13	57	.	.	-4%

Screening data as filed in PubChem.
